YAP1 CTGF inhibition: YAP1 pathway inhibitors via CTGF transcript, primary screen, DLD1 colon cancer cells, RT-qPCR, single point (AID 743449). 9,900 tested, 0.9% active. DLD1 CTGF mRNA qPCR, 24 h; hits give high values. inhibition, % at 12.5 µM;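 active = mean normalized replicate activity at least 50 and at least half of replicates each reaching 50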;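 also: 0% = neutral control wells and 100% = dasatinib control wells; higher means stronger suppression of CTGF expression like dasatinib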
Pax4 mRNA alpha TC1: activators of Pax4 gene expression, primary screen, RT-PCR, mouse alpha TC1 cells, single point (AID 1053180) | mouse alpha TC1 cells, Pax4 mRNA qPCR, 6 days; hits give high values; 100% = Pax4 plasmid added at qPCR | 9,600 tested, 0.2% active | activation, % at 10 µM;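 active = highest normalized replicate activity of 15 or more, or at least half the replicates reach 15 or more; inactive = neither condition met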;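 also: pax4 Ct normalized to GAPDH with activation seen as lower delta delta Ct; plate controls were plate neutral control wells for no effect and Pax4 plasmid positive control for full effect; each compound tested in two replicate wells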
Numbers without * were called inactive. These rows are one share of the data; rates above refer to the full screens.

SMILES	YAP1 CTGF inhibition	Pax4 mRNA alpha TC1
C/C=C/c1ccc([C@H]2[C@H]3CN(C(=O)Cc4cccnc4)CCCCN3[C@H]2CO)cc1	-43.8	0.0
C/C=C/c1ccc([C@@H]2[C@@H](CO)N3CCCCN(C(=O)Cc4cccnc4)C[C@@H]23)cc1	-37.4	0.0
CC=Cc1ccc2n(c1=O)C[C@@H]1[C@@H](CO)[C@H](C(=O)OC)[C@H]2N1S(=O)(=O)c1ccccc1C (mixture of isomers)	10.9	0.0
C[C@@H]1CN([C@@H](C)CO)C(=O)CCCn2cc(nn2)CO[C@H]1CN(C)C(=O)Oc1ccc2ccccc2c1	8.1	0.0
COc1cccc(-c2ccc([C@H]3[C@@H](CO)N4CCCCN(C(=O)Cc5ccncc5)C[C@@H]34)cc2)c1	18.9	0.0
OC[C@@H]1[C@H]2c3ccccc3NC[C@H]2N1Cc1cccnc1	-19.5	0.0
O=C(Cc1ccncc1)N1CCCCN2[C@H](CO)[C@@H](c3ccc(C#Cc4ccccc4F)cc3)[C@H]2C1	54.3*	0.0

Single records, from the list above:
Profile of CC=Cc1ccc2n(c1=O)C[C@@H]1[C@@H](CO)[C@H](C(=O)OC)[C@H]2N1S(=O)(=O)c1ccccc1C (mixture of isomers) → YAP1 CTGF inhibition = 10.9; Pax4 mRNA alpha TC1 = 0.0
Profile of C[C@@H]1CN([C@@H](C)CO)C(=O)CCCn2cc(nn2)CO[C@H]1CN(C)C(=O)Oc1ccc2ccccc2c1 → YAP1 CTGF inhibition = 8.1; Pax4 mRNA alpha TC1 = 0.0

Screens as filed in PubChem.
